Screening results: PubChem, Broad Institute
C2C12 statin – suppressors of statin myotoxicity in C2C12 myotubes, primary screen, cell-based, single point, plate reader | C2C12 myotubes + simvastatin, ATP luminescence, 48 h; scaled: DMSO 0, geranylgeraniol control 100 | rescue of ATP level, % at 7.49 µM | 330,000 tested, 0.78% active | AID 602340, 2012;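 active means mean ATP rescue above about 67%, or every replicate alone reaching that limit, limit read from the data, passing the limit was not always enough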;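 further: myotubes were challenged with 10 µM simvastatin during compound exposure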
Casp6 inh – human caspase-6 inhibitors, primary screen, biochemical, VEID-R110 fluorescence, single point, set 2 | P55212 | purified caspase-6, Z-VEID-R110 cleavage fluorescence | inhibition, % at 12.5 µM | 350,000 tested, 0.53% active | AID 686996, 2013;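 active means mean inhibition across replicates at least about 35%, with every replicate also reaching that limit, limit read from the data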;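 further: 0% = median of neutral control wells and 100% = no fluorescence left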
Target sequence (P55212 24-179 limits assumed): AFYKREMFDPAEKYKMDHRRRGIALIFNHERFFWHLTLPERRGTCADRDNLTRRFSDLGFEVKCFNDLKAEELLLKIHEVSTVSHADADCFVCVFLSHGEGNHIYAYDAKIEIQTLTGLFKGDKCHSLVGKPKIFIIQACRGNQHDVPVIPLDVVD
Target sequence (P55212 194-293 limits assumed): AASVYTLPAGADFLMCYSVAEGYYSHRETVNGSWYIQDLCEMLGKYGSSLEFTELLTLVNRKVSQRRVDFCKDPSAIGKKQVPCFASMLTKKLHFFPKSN
S100A4 inh HTS – inhibitors of S100A4-myosin IIA peptide binding, primary screen, biochemical, fluorescence polarization, TAMRA-MyoIIA peptide; Protein S100-A4 (Homo sapiens), P26447; inhibition, % at 10.7 µM; 360,000 tested, 0.14% active; AID 652163, 2013;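 active means mean inhibition of at least 70% across replicates, with every replicate also reaching that level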
Target sequence (P26447 whole entry, looked up): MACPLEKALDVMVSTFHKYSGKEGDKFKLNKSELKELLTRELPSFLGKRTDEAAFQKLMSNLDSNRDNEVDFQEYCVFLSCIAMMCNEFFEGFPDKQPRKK
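Test system: S100A4 monomer protein. Medium: HEPES buffer with Ca2+, pH 7.2. Reagent: fluorescent myosin IIA peptide, 5 nM. Compound dosing: single-point compound testing. Timing: 5 min between mix addition and reading. Benchmarks: DMSO neutral and TFP positive wells.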
esBAF inh – Bmi1 luciferase reporter increase in mESCs, primary screen, esBAF inhibitor project, mouse ES cells, Bmi1 luciferase knock-in, single point; 24 h; 100% = twice the neutral-well signal; reporter increase, % at 12.5 µM; 350,000 tested, 2% active; AID 602393, 2012; in the data active means activation above about 40%;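 further: 0% = median of the plate's neutral control wells and 100% = double that signal; a rise in the Bmi1 reporter signal indicates esBAF inhibition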
FN deposition inh – inhibitors of fibronectin matrix deposition, primary screen, AH1F cells, Alexa488-fibronectin fluorescence, plate reader; inhibition, % at 12.6 µM; AH1F fibroblasts, overnight; 350,000 tested, 0.086% active;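 active means mean inhibition across replicates of 30% or more, regardless of how many single replicates reach that level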;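 further: positive control wells lacked labelled fibronectin entirely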
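Assay system: AH1F fibroblasts / Quantity: 10000 cells per well / Medium: DMEM plus 2% serum, read in PBS / Reagent: labelled fibronectin 24 nM / Dosing: single dose, pinned / Times: 1 h cell attachment, overnight exposure to compound and label / Signal: fluorescence, ex 485 nm, em 525 nm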
LGR2 antag – inhibitors of bursicon-induced LGR2 CRE-luciferase signal, primary screen, cell-based, HEK293, CRE-luciferase reporter, bursicon stimulation. Drosophila bursicon receptor LGR2 (rickets). bursicon-stimulated, 4 h. inhibition, % at 9.99 µM. 380,000 tested, 0.35% active;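 active means drop in luminescence signal, shown as inhibition above about 50% in the replicate tests, limit read from the data, passing the limit was not always enough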;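 further: agonist challenge used bursicon conditioned medium at about half maximal strength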
SIRT5 block – SIRT5 desuccinylase inhibitors, primary screen, biochemical, fluorescence imaging, single point, set 5 | AID 652115, 2013 | NAD-dependent protein deacylase sirtuin-5, mitochondrial (Homo sapiens), Q9NXA8 | 330,000 tested, 1.1% active | Purified SirT5, succinyl-peptide AMC, trypsin-coupled fluorescence | inhibition, % at 15 µM; in the data active means inhibition above about 15%
Target sequence (Q9NXA8 whole entry, looked up): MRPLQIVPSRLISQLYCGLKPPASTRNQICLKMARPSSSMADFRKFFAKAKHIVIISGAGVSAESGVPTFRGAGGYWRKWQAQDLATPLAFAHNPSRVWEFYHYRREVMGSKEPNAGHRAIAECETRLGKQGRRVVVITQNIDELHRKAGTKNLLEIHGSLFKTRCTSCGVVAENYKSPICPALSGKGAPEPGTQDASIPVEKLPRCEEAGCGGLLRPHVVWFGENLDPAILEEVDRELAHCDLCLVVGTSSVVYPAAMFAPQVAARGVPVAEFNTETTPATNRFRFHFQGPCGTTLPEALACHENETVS
An asterisk follows results filed as active; · = not tested or not shown.

SMILES | C2C12 statin | Casp6 inh | S100A4 inh HTS | esBAF inh | FN deposition inh | LGR2 antag | SIRT5 block
Cn1c(NC(=O)c2ccc(Cl)cc2Cl)cc(=O)n(C)c1=O | 5 | 0 | 1 | -9 | -2 | -6 | 1
COc1cc(Cl)c(C)cc1Nc1ncccn1 | 1 | 4 | -2 | -4 | 2 | -12 | -6
COc1ccc(C(=O)NCc2csc(C(C)C)n2)cc1OC1CCN(C(C)=O)CC1 | 14 | 2 | 2 | 10 | 2 | 1 | -5
CC(C)n1cnc2c(oc3ccccc32)c1=O | 5 | 1 | -9 | 42 | 8 | -54 | -2
Cc1ccc(N2CCN(c3ccc(NCc4nc5ccccc5n4C)cc3)CC2)cc1 | · | -1 | -5 | · | -5 | -11 | ·
O=C(NCCOc1ccccc1)C1CCC(=O)N(CCCN2CCOCC2)C1 (stereo not drawn) | -5 | -3 | -5 | 0 | 2 | 7 | -11
COc1ccc(-n2ncc3c(NCCCn4ccnc4)ncnc32)cc1 | -4 | -4 | 3 | 25 | 5 | -19 | -1
CCc1cccc(NC(=O)Cn2c(=O)n(CCC(=O)NCC3CCCO3)c(=O)c3cc(OC)c(OC)cc32)c1 (stereo not drawn) | -2 | 6 | -2 | -3 | -12 | 3 | 1
CCc1ccccc1Nc1nc2ccccc2n1CC | -7 | -1 | 12 | -11 | -3 | -5 | -2
N#Cc1nc(-c2ccc(OCc3ccc(Cl)cc3)cc2)oc1N1CCOCC1 | -6 | 2 | 1 | 0 | · | -14 | 1
O=C(C1CCC1)N1CC(=O)N2[C@H](CO)[C@H](c3ccc(-c4cccnc4)cc3)[C@@H]2C1 | · | 2 | 0 | · | 1 | -3 | 0
Cc1nn(C)c(C)c1CNC(=O)Nc1cccc(Cl)c1 | · | 2 | 1 | · | 0 | -70 | -4
O=C(c1cccc(F)c1)N1CCCCN2[C@@H](CO)[C@@H](c3ccc(-c4ccc(F)cc4)cc3)[C@@H]2C1 | · | 0 | 7 | · | · | · | -3
CC(C)[C@H](NC(=O)c1ccco1)C(=O)NC12CC3CC(CC(C3)C1)C2 | · | -3 | 0 | · | -34 | -31 | 1
CCOC(=O)c1oc2nc(CC(C)C)c3c(c2c1N)CCCC3 | · | -2 | -7 | · | 0 | 1 | -1
CCN(CC)c1ccc(/C=C/c2ccc3ccc(OC)cc3[n+]2CC)cc1 | -237 | 2 | 100* | -66 | -20 | 39 | 0
COc1ccc(-c2cnc3c(c2)C(=O)N([C@H](C)CO)C[C@@H](C)[C@@H](CN(C)C(=O)Cc2cccnc2)O3)cc1 | 9 | 4 | 13 | -6 | · | 9 | -4
CCS(=O)(=O)NCC[C@H]1CC[C@H](NC(=O)C2CCC2)[C@H](CO)O1 | 5 | 1 | 2 | 5 | -15 | 11 | 3
CCS(=O)c1ccccc1C(=O)OC(C)C(=O)Nc1ccc(S(=O)(=O)N2CCCC2)cc1 (stereo not drawn) | 1 | 2 | 1 | -8 | -7 | -1 | -2
CCCCC(=O)N(C)c1c(C)nc2ccc(C(=O)NCc3ccccc3OC)cn12 | 2 | -24 | -1 | 0 | 2 | 7 | ·
CCOC(=O)C1=CN(Cc2cccc(F)c2)S(=O)(=O)NC1CCc1ccccc1 (stereo not drawn) | 17 | 1 | 17 | 4 | -1 | -1 | -5
Cc1cccc(NC(=O)NCCc2ccc(Cl)cc2)c1 | -12 | 3 | -5 | 25 | -3 | -2 | -4
Cc1noc(C)c1S(=O)(=O)N(C)C[C@@H]1OCc2cn(nn2)CCCC(=O)N([C@H](C)CO)C[C@@H]1C | -6 | 0 | 14 | 1 | -2 | 4 | 4
C[C@@H]1CN([C@@H](C)CO)C(=O)c2cc(/C=C/c3ccccc3)cnc2O[C@H]1CN(C)S(=O)(=O)c1ccccc1F | 39 | 2 | 3 | -3 | -4 | 13 | -1
CC1CSc2n(-c3cccc(C(F)(F)F)c3)cc(-c3ccccc3)[n+]21 (stereo not drawn) | · | -1 | -8 | · | · | -13 | -3
O=C(CN1C(=O)CC(c2ccco2)Sc2ccccc21)Nc1ccc2c(c1)OCCO2 (stereo not drawn) | 4 | · | · | 29 | · | -34 | ·
Cc1ccccc1Cn1cc(NC(=O)c2cc(C3CC3)on2)cn1 | -11 | -4 | 2 | 30 | 0 | -21 | -11
COc1ccc([C@H]2CC(=O)C=C(c3cc4ccccc4s3)C2)cc1 | -15 | 3 | -11 | 35 | 16 | -14 | ·
CC(C)NC(=O)N[C@H]1C=C[C@H](CC(=O)NCCN2CCCC2)O[C@@H]1CO | 4 | -2 | 8 | -2 | 1 | 7 | -3
O=C(c1ccccc1)N1CCN(c2ccc(Cl)cc2)CC1 | -8 | 4 | -4 | 7 | · | 3 | -1

Compound profiles, from the list above. Order of screens: C2C12 statin | Casp6 inh | S100A4 inh HTS | esBAF inh | FN deposition inh | LGR2 antag | SIRT5 block
Entry for `COc1ccc(-c2cnc3c(c2)C(=O)N([C@H](C)CO)C[C@@H](C)[C@@H](CN(C)C(=O)Cc2cccnc2)O3)cc1` → 9 | 4 | 13 | -6 | · | 9 | -4
Entry for `Cc1cccc(NC(=O)NCCc2ccc(Cl)cc2)c1` → -12 | 3 | -5 | 25 | -3 | -2 | -4
Entry for `Cc1nn(C)c(C)c1CNC(=O)Nc1cccc(Cl)c1` → · | 2 | 1 | · | 0 | -70 | -4
Entry for `CC(C)[C@H](NC(=O)c1ccco1)C(=O)NC12CC3CC(CC(C3)C1)C2` → · | -3 | 0 | · | -34 | -31 | 1
Entry for `O=C(CN1C(=O)CC(c2ccco2)Sc2ccccc21)Nc1ccc2c(c1)OCCO2` (stereo not drawn) → 4 | · | · | 29 | · | -34 | ·

(listing goes on)
SMILES | C2C12 statin | Casp6 inh | S100A4 inh HTS | esBAF inh | FN deposition inh | LGR2 antag | SIRT5 block
Clc1ccc(Cn2ncc3c(N4CCCCC4)ncnc32)c(Cl)c1 | 14 | · | · | 4 | · | 10 | ·
O=C(CSc1ncnc2ccccc12)Nc1cccc(S(=O)(=O)N2CCOCC2)c1 | · | 4 | 0 | · | 5 | 11 | ·
O=C(CN1CCOCC1)Nc1cccc(C(F)(F)F)c1 | · | -2 | 2 | · | 9 | -12 | 3
COc1cc(C)c(Cl)c(C)c1S(=O)(=O)NC1CC(C)(C)NC(C)(C)C1 | -16 | 1 | -1 | -7 | 0 | -2 | ·
O=C(CCN1C(=O)/C(=C/c2cccs2)SC1=S)NNC(=O)c1cccc(O)c1 | · | 2 | 35 | · | · | 4 | -1
COc1ccc(C)cc1NC(=O)NNS(=O)(=O)c1ccc(NC(C)=O)cc1 | · | 0 | 1 | · | · | -3 | -2
CC(=O)NC1CC2CCCC(C1)N2CC(=O)NCc1ccc(F)cc1 (stereo not drawn) | 1 | · | · | 0 | -26 | · | ·
C#CC[N+](C)(C)CCCCCCCCCC | · | 8 | 10 | · | 22 | · | 0
C/C=C/c1ccccc1[C@@H]1[C@@H](C#N)N(C(=O)c2cccnc2)[C@H]1CO | · | 2 | -4 | · | 4 | 7 | ·
O=c1[nH]ncn1-c1cccc(C(F)(F)F)c1 | 1 | · | · | 9 | 1 | · | ·
Cc1sc(NC(=O)c2ccco2)c(C(c2cccnc2)N2CCCC2)c1C (stereo not drawn) | -6 | · | · | 24 | 15 | 16 | ·
CC(=O)CN1C(=O)NC(c2ccccc2)(c2ccccc2)C1=O | 7 | 3 | -4 | -1 | -4 | 10 | 0
Cc1ccc(S(=O)(=O)Nc2ccc3c(c2)C(=O)N([C@H](C)CO)C[C@H](C)[C@@H](CN(C)S(=O)(=O)c2ccc(C)cc2)OCCCC[C@H](C)O3)cc1 | · | -4 | 1 | 0 | -5 | -2 | 1
CCOC(=O)C1(CCOc2ccccc2)CCN(Cc2cccc(OC)c2OC)CC1 | -8 | 1 | -4 | -6 | 1 | 15 | -1
Cc1ccc(S(=O)(=O)N(C)C[C@@H]2OCCCC[C@H](C)Oc3ccc(NS(=O)(=O)c4ccc(Cl)cc4)cc3C(=O)N([C@@H](C)CO)C[C@H]2C)cc1 | -21 | 1 | 2 | 10 | -1 | 12 | 22*
CC(=O)NC1(C(F)(F)F)C(=O)Nc2c1c(=O)[nH]c(=O)n2CC(C)C (stereo not drawn) | 3 | 1 | -5 | -7 | 12 | · | 3
Cc1cccc(C)c1NC(=O)C(C1CC1)n1c(=O)c(-c2cc3ccccc3[nH]2)nc2ccccc21 (stereo not drawn) | · | -1 | -2 | · | 10 | 19 | 1
COCC(=O)OCC(=O)Nc1ccc(Cl)cc1[N+](=O)[O-] | · | -2 | 0 | · | -4 | -18 | 5
CC(=O)OC1COC(OC(C)=O)CO1 (stereo not drawn) | -5 | -1 | -3 | -4 | -2 | 2 | 1
COCCNC(=O)c1c(N)n(/N=C/c2cccs2)c2nc3ccccc3nc12 | -173 | · | · | -13 | 6 | · | ·
Cc1ccc(NS(=O)(=O)c2cccc(C(=O)NNC(=O)c3ccco3)c2)c(C)c1 | · | 2 | -1 | · | 0 | 19 | 0
C[C@@H]1CCCCO[C@H](CN(C)C(=O)Cc2ccccc2)[C@@H](C)CN([C@H](C)CO)C(=O)c2cc(NC(=O)CCCN(C)C)ccc2O1 | · | 1 | 46 | 3 | · | -3 | -2
O=C(Cn1c(-c2cscn2)nc2ccccc21)Nc1ccccc1F | 4 | · | · | -4 | -2 | · | ·
CN(Cc1ccccc1F)c1nc(-c2cccnc2)nc2ccccc12 | -110 | -1 | -9 | 7 | 3 | 5 | -3
Cc1ccc([N+](=O)[O-])cc1CN1CCN(c2ncc(Cc3ccccc3)cn2)CC1 | · | -5 | -3 | · | 3 | · | ·
C[C@H]1CN([C@@H](C)CO)C(=O)Cc2cc(NC(=O)Nc3ccc4c(c3)OCO4)ccc2O[C@H]1CN(C)Cc1ccc(Oc2ccccc2)cc1 | -6 | -2 | -8 | -4 | · | 6 | 1
CS(=O)(=O)N1CCC(C(=O)Nc2cccc(Br)c2)CC1 | -6 | -3 | -5 | -3 | 2 | 8 | 1
CC(=O)c1ccc(C(=O)N(C)C2CCCN(Cc3ccccc3F)C2)s1 (stereo not drawn) | -11 | -1 | -3 | -1 | 2 | 13 | -1
C[C@@H]1CCCCO[C@H](CN(C)Cc2ccc3c(c2)OCO3)[C@H](C)CN([C@@H](C)CO)C(=O)c2cc(NC(=O)Nc3ccc(F)cc3)ccc2O1 | -54 | 3 | 11 | 3 | · | 6 | 13
Cc1cc(C)cc(N(CC(=O)NC2CCCCC2)C(=O)c2ccc(C)s2)c1 | 6 | · | · | 0 | -6 | · | ·
CN1C(=O)c2cc(NC(=O)c3ccc(F)cc3)ccc2OC[C@H]2O[C@@H](CC(=O)O)CC[C@H]21 | -2 | 0 | 3 | -4 | -6 | 9 | 3
CC(Nc1ccc(Br)cc1)C(=O)N/N=C/c1ccccc1OCc1ccccc1 (stereo not drawn) | 2 | · | · | 2 | 0 | · | ·
CCOc1ccc(CCNC(=O)c2ccc(Cl)c(S(=O)(=O)N3CCOCC3)c2)cc1OCC | -20 | 14 | -2 | 4 | -4 | 19 | -1
COc1ccccc1S(=O)(=O)N(C)C[C@H]1OCc2cn(nn2)CCCC(=O)N([C@@H](C)CO)C[C@H]1C | -2 | 0 | 9 | 1 | 3 | 8 | -3
COCCn1c(=NC(=O)CSCC(=O)N2CCOCC2)sc2cc(C)ccc21 | 5 | 4 | -4 | -6 | -1 | -10 | -1
CC1CCN(c2nc3c(N)ncnc3n2[C@@H]2O[C@H](CO)[C@@H](O)[C@H]2O)CC1 | 4 | -4 | 0 | 14 | 3 | 4 | 1

A portion of the library, so the mix of outcomes need not match the whole.
